Assay outcomes from PubChem.
MEKK3 PB1 HTS = raises or lowers MEK5 binding to the human MEKK3 PB1 domain | 290,000 compounds, 1.4% hits | binding response (% of control), % at 10 µM | bead-based flow cytometry, Alexa488-MEK5 binding to MEKK3; actives lie on both sides; 0 = blocked by unlabeled MEK5, 100 = vehicle;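 active = binding response more than 3 SD above or below the average of its plate-row segment, actives on both sides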;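 note: Alexa488 bead fluorescence after subtracting the streptavidin-only scavenger bead signal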
Target sequence (Q99759 whole entry, looked up, the tested form may be a part): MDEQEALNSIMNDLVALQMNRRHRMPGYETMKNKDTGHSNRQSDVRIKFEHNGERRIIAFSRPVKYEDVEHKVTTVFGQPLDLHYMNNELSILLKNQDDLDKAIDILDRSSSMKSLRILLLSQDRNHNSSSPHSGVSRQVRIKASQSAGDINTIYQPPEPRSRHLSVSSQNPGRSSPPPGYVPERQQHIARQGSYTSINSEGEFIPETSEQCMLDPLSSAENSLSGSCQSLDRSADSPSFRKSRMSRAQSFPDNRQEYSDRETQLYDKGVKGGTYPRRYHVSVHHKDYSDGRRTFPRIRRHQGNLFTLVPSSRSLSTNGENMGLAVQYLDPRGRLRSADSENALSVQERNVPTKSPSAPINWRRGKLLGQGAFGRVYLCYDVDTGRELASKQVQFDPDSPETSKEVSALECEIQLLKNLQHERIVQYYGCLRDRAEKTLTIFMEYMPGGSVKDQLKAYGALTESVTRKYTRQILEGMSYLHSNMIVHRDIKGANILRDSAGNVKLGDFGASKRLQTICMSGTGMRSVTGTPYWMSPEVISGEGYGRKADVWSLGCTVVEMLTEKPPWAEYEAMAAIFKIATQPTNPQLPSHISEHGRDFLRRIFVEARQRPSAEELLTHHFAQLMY
MEKK2 WT-MEK5 = raises or lowers MEK5 binding to wildtype human MEKK2 PB1 domain | Q9Y2U5 | bead flow cytometry, Alexa488-MEK5 binding to MEKK2 WT; actives lie on both sides | binding response (% of control), % at 10 µM | 290,000 compounds, 1.1% hits; in the data active = binding response below about 67% or above about 130%
DNA FID counter = displaces DNA intercalator in HCV helicase counter-screen; DNA fluorescent intercalator displacement, fluorescence; inhibition, % at 7.9 µM; 290,000 compounds, 0.17% hits; AID 1845; in the data active = inhibition above about 37%;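 note: 0% = vehicle and 100% = reference compound; higher means more ethidium bromide displaced from hairpin DNA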
SUMO HTRF inh = blocks human SUMOylation mediated by UBC9; P63279; HTRF SUMOylation assay, SAE1/SAE2 + UBC9, in vitro; inhibition, % at 35 µM; 290,000 compounds, 0.36% hits; in the data active = inhibition above about 50%, passing the limit was not always enough; note: strong numbers were not always called active
Target sequence (P63279 whole entry, looked up): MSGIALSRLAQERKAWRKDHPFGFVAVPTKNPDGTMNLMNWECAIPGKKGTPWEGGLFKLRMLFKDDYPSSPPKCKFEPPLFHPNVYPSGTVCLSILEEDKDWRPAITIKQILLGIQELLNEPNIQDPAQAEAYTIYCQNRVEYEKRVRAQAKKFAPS
HCV NS3 hel inh = HCV NS3 helicase inhibition. NS3 helicase DNA unwinding, Cy5 molecular beacon fluorescence. inhibition, % at 10.9 µM. 290,000 compounds, 0.56% hits;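 active = inhibition above the mean of all tested compounds plus 3 SD, set per campaign, cut at about 35% in these data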;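 note: 0% = DMSO wells and 100% = thioflavine S control wells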
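Test system: hepatitis C virus NS3 helicase domain fragment enzyme. Also added: annealed dual-labelled DNA beacon duplex, ATP-started. Timing: 60 min unwinding reaction at 25 °C after ATP addition. Technique: Cy5 fluorescence. Measure: % inhibition of unwinding.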
CRFBP-R2 agonist = CRF-BP/CRF-R2 complex agonism; activation, % at 13.2 µM; 350,000 compounds, 0.46% hits; HEK293 CRF-R2/CRF-BP, calcium dye fluorescence (FLIPR); percent of saturating CRF peptide response;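 active = activation of at least 50%, plus an integration ratio under a set limit after plate pattern correction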;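 note: plate controls were neutral control wells without compound for no effect and CRF at EC100 for full effect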
GalR3 antag = blocks the human galanin receptor 3 | O60755 | HEK293 GalR3-CNG cAMP membrane potential fluorescence; galR3 body fused to GalR1 C-terminus | inhibition, % at 3 µM | 360,000 compounds, 0.44% hits;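 active = inhibition above the screen-wide average plus 3 SD, cut at about 13% in these data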;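 note: forskolin and galanin both at EC90 stimulate the cells; cAMP rise reported by CNG channel membrane potential dye signal; 0% = forskolin plus galanin with DMSO and 100% = forskolin alone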
Target sequence (O60755 1-299 limits assumed): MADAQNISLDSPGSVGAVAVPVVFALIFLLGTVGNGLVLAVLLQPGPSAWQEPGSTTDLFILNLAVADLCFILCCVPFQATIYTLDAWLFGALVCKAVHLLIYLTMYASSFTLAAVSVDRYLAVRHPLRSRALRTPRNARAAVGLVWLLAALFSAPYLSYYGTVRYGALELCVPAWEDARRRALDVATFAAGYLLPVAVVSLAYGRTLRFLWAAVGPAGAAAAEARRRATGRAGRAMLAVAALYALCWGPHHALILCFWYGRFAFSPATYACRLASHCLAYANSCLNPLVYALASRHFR
CRFBP-R2 block = CRF-BP/CRF-R2 complex antagonism; HEK293 CRF-R2/CRF-BP, CRF-induced calcium fluorescence; inhibition, % at 11.8 µM; 350,000 compounds, 0.59% hits; AID 588475;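 active = inhibition of the ligand-induced calcium signal above about 50% at the single tested concentration, limit read from the data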
MEKK2mut PB1 HTS = signal of MEK5 binding to mutant human MEKK2 PB1 domain | percent response, % at 10 µM | 290,000 compounds, 0.35% hits | bead flow cytometry, Alexa488-MEK5 binding to MEKK2 mutant; in the data active = percent response above about 24%, passing the limit was not always enough; note: inactives centre near 1; some results filed as inactive read as strong as hits; reference of the scale not given here
* = called active by the depositor; . = no result given. This is a subset, so the mix of outcomes need not match the whole.

molecule,MEKK3 PB1 HTS,MEKK2 WT-MEK5,DNA FID counter,SUMO HTRF inh,HCV NS3 hel inh,CRFBP-R2 agonist,GalR3 antag,CRFBP-R2 block,MEKK2mut PB1 HTS
Cc1cccn2c(CN(C)CC3CCCCO3)c(C(=O)N3CCCCC3)nc12 (stereo not drawn),101,107,-2,8,2,-0.1,-7,3,9
NC(=O)C1Cc2ccccc2CN1S(=O)(=O)c1cccs1 (stereo not drawn),105,103,0,14,-5,-0.1,-1,-18,5
O=C1CCN(S(=O)(=O)c2ccccc2)CCN1CCOCc1ccccc1,91,94,.,2,.,0.9,-7,16,6
CCc1ccc(C2C(C#N)=C(N)OC3=C2C(=O)CCC3)s1 (stereo not drawn),104,102,-8,6,13,0.7,-6,-6,0
CCN(CC)CCN(Cc1cc2ccc(C)cc2[nH]c1=O)C(=O)NC1CCCCC1,103,109,3,18,0,0.1,0,2,5
COCCN(CC(=O)Nc1ccc(F)cc1)S(=O)(=O)c1ccc(S(=O)(=O)N2CCCC2)cc1,116,118,4,25,-1,-0.9,4,-3,12
COc1ccc(OCCSc2nc3ccccc3n2CC(=O)O)cc1,99,98,-29,4,3,0.8,-4,1,-3
CCN(CC)S(=O)(=O)c1ccc(OC)c(NC(=O)c2ccc([N+](=O)[O-])cc2)c1,95,94,2,9,-1,-3.4,-3,18,-6
CCOCCCNC(=O)C1CCN(S(=O)(=O)N2CCCC2)CC1,115,111,-8,15,4,-0.7,-1,-1,-1
Cc1ccc(C(=O)CC(=O)c2ccc(C(C)(C)C)cc2)cc1,109,100,2,3,-4,2.1,-7,-12,-8
COc1ccc(CNCC(=O)Nc2sccc2C#N)cc1,96,95,8,12,6,11,-5,-4,-4
O=C(CCCn1cncn1)N1CCCC(N2CCN(c3ccc(F)cc3)CC2)C1 (stereo not drawn),102,109,-11,-18,7,-1.2,-2,10,7
O=C(Nc1ccccc1)N(C1=NCCC1)c1ccccc1,100,97,-2,5,3,-3.4,-1,12,2
c1coc(-c2nnc3sc(-c4cccs4)nn23)c1,100,99,-11,28,4,-3.0,-4,-6,-8
O=c1ccc(-c2ccc(S(=O)(=O)N3CCN(c4cccc(Cl)c4)CC3)o2)n[nH]1,95,90,-6,-3,15,3.6,-5,3,-3
COc1ccc(CNc2ncnc3cc(OC)c(OC)cc23)cc1OC,99,103,12,-16,4,-1.2,-6,9,-1
COc1c(Br)cc(/C=N/n2c(-c3ccccc3)n[nH]c2=S)c(O)c1Br,102,106,0,4,8,-3.9,-8,-9,0
COc1cc(C2NC(=O)NC(c3ccccc3)=C2C(C)=O)c(Cl)cc1OCC(=O)O (stereo not drawn),107,96,-10,1,16,1.9,3,-11,-1
Cc1cc(C)c2nc(NNC(=O)c3ccc(S(=O)(=O)N4CCCCC4)cc3)sc2c1,113,97,-15,-22,1,1.2,.,-30,3
CCOC(=O)CSc1nc2ccccc2n2cnnc12,94,94,-11,15,-14,2.6,0,-7,2
CN(CCNC(=O)CCCOc1cc(=O)n(C)c2ccccc12)Cc1ccccc1,101,105,6,10,5,-1.7,2,29,-12
COc1ccc(CN2CCc3cc(OC)c(OC)cc3C2)cc1O,106,102,1,8,-7,-0.7,-2,3,2
O=C(NCCOc1cccnc1)c1ccc(OC2CCN(Cc3ccccn3)CC2)cc1,101,111,-2,4,2,.,-4,.,5
CC(C)NC[C@@H](O)c1ccc(O)c(O)c1,85,101,1,7,1,5.3,-7,-3,-2
Cn1c(SCC(=O)N2c3ccccc3CCc3ccccc32)nnc1-c1cc2ccccc2cc1O,88,85,-34,32,26,0.4,-6,32,-3

(more compounds)
molecule,MEKK3 PB1 HTS,MEKK2 WT-MEK5,DNA FID counter,SUMO HTRF inh,HCV NS3 hel inh,CRFBP-R2 agonist,GalR3 antag,CRFBP-R2 block,MEKK2mut PB1 HTS
CCOC(=O)N1CCN(C(=O)CCSCCc2ccncc2)CC1,108,107,-5,6,-5,2.7,2,-16,8
O=C(CCCCCn1c(=S)[nH]c2ccc(N3CCOCC3)cc2c1=O)NC1CCN(Cc2ccccc2)CC1,98,112,17,45,-26,-4.1,-5,20,2
O=C(CSc1ccc(-c2ccc(F)cc2)nn1)N1CCOCC1,104,101,-4,1,10,-1.2,-9,10,3
COc1ccc(S(=O)(=O)N2CCCCCC2)cc1N,108,102,-1,14,7,1.1,-1,-3,6
CC(C)(C)C1=CC(=O)C(N2CCOCC2)=CC1=O,100,103,1,1,7,-0.3,-6,3,3
CCOc1cccc(-c2csc(C3COc4ccccc4O3)n2)c1 (stereo not drawn),94,98,-4,9,0,7.7,2,-18,-3
O=C(C(Cc1ccccc1)n1cccc1)N1CCc2ccccc21 (stereo not drawn),101,103,-10,-29,-4,2.1,.,-16,4
CC1CCN(C2CCN(S(=O)(=O)c3ccc(C(F)(F)F)cc3)CC2)CC1,100,103,1,9,-9,-0.1,-6,-11,8
Cc1noc(C(=O)Nc2ccc(Cl)cc2)c1Cl,103,103,-6,23,5,.,.,.,3
CCC1CCCCN1C(=O)CCNS(=O)(=O)c1ccc2c(c1)oc(=O)n2C (stereo not drawn),102,97,-13,4,18,1.8,4,5,-1
Cc1ccc(NC(=O)c2cnccn2)nc1,102,103,-2,1,2,-0.5,2,-5,4
Cc1cc(Oc2ccc(=O)n(C)n2)nc(SCc2ccccc2)n1,110,105,-10,5,5,5.0,-2,-17,-42
COC(=O)C(CC(=O)c1ccc(Cl)cc1)c1ccc(C)cc1 (stereo not drawn),99,102,-10,-3,3,4.6,-4,1,4
O=C(NCc1n[nH]c(=S)n1-c1ccc(F)cc1)c1ccc(S(=O)(=O)N2CCOCC2)cc1,104,104,-1,19,0,-1.2,-1,7,2
CCOC(=O)C1=C(c2ccccc2)N=C2SCC(=O)N2C1c1ccc2c(c1)OCO2 (stereo not drawn),106,107,-4,-6,13,-1.1,-2,-4,5
CC(=O)Oc1ccc(C(=O)Nc2ccc3c(c2)OCCO3)cc1,104,104,-2,6,6,-2.2,-9,10,1
CCCCS(=O)(=O)N1CCCC(C(=O)Oc2ccc(Cl)cc2)C1 (stereo not drawn),105,105,-25,-2,21,0.5,-9,-2,6
CCCCCCn1nc(C(=O)Nc2nc3c(s2)CCCC3)c2ccccc2c1=O,103,130,-4,4,1,-2.1,0,-25,28
CC(Oc1ccc(Cl)cc1Cl)C(=O)NCc1ccncc1 (stereo not drawn),95,95,-9,7,-3,-0.4,-3,11,-6
Cc1ccc(NC(=O)CCC(=O)NNC(=O)c2cccs2)cc1C,107,105,-12,0,0,10,.,-15,12
COC(=O)C1=C(C)N(c2ccccc2)/C(=C/c2ccco2)C1=O,65,66,-12,12,9,0.4,-6,-2,-29
O=C(CN1C(=O)S/C(=C\c2ccc(C(=O)O)cc2)C1=O)Nc1ccccc1,102,101,-3,2,4,1.9,-7,-6,0
CCCc1cc(=O)oc2cc(OCC(=O)NCCc3ccc(S(N)(=O)=O)cc3)ccc12,94,96,-35,16,5,0.3,1,1,0
O=C(COc1ccc(Cl)cc1)N1CCN(C(=O)c2cccs2)CC1,96,83,-17,1,2,-2.0,0,4,-13
CSCC(O)Cn1[nH]c(=O)c2cc(Cl)c(Cl)cc2c1=O (stereo not drawn),101,107,0,15,-5,-1.6,-5,1,1

4 entries already listed, ordered by heavy-atom count, lowest first.
molecule,MEKK3 PB1 HTS,MEKK2 WT-MEK5,DNA FID counter,SUMO HTRF inh,HCV NS3 hel inh,CRFBP-R2 agonist,GalR3 antag,CRFBP-R2 block,MEKK2mut PB1 HTS
CCCCS(=O)(=O)N1CCCC(C(=O)Oc2ccc(Cl)cc2)C1 (stereo not drawn),105,105,-25,-2,21,0.5,-9,-2,6
CCOc1cccc(-c2csc(C3COc4ccccc4O3)n2)c1 (stereo not drawn),94,98,-4,9,0,7.7,2,-18,-3
O=C(NCc1n[nH]c(=S)n1-c1ccc(F)cc1)c1ccc(S(=O)(=O)N2CCOCC2)cc1,104,104,-1,19,0,-1.2,-1,7,2
COCCN(CC(=O)Nc1ccc(F)cc1)S(=O)(=O)c1ccc(S(=O)(=O)N2CCCC2)cc1,116,118,4,25,-1,-0.9,4,-3,12

(further entries)
molecule,MEKK3 PB1 HTS,MEKK2 WT-MEK5,DNA FID counter,SUMO HTRF inh,HCV NS3 hel inh,CRFBP-R2 agonist,GalR3 antag,CRFBP-R2 block,MEKK2mut PB1 HTS
O=C(Nc1cccc(Cl)c1Cl)C1CC(=O)N(c2ccc(Br)cc2)C1 (stereo not drawn),111,108,-2,33,3,-0.4,-13,-8,6
CCn1c(=O)c(C(=O)Nc2ccc(C)cc2C)c(O)c2ccccc21,104,108,-8,4,-1,0.9,.,-7,5
O=C(Nc1cccc([N+](=O)[O-])c1)Nc1ccc2c(c1)CCC2,100,112,13,0,1,5.1,0,16,1
COc1ccc2oc(=N)c(C(=O)Nc3ccc(Br)cc3)cc2c1,101,100,1,16,-12,0.3,-1,-23,2
CN1/C(=C/c2cc[n+](C)c3ccccc23)C=Cc2ccccc21,100,98,11,-17,-1,-1.1,.,3,6
Cc1ccc2c(COn3nnc4ccc(S(=O)(=O)N(C)C)cc43)cc(=O)oc2c1C,81,87,-5,-17,1,.,-3,.,-11
Fc1ccc(-c2nnc3ccc(N4CCCC4)nn23)cc1,111,111,-23,-5,-3,0.2,0,4,11
Clc1ccc(CSCCc2ccncc2)cc1,.,.,-7,16,0,-0.3,-1,14,.
COc1ccccc1NC(=O)N[C@@H](Cc1c[nH]c2ccccc12)C(=O)NN,104,103,-23,-4,-7,0.2,-11,-4,-1
Cc1nc(NCCO)c(C#N)c2c1COC(C)(C)C2,103,108,0,0,-4,5.7,-1,7,6
Cn1c2c(c(=O)n(C)c1=O)C(CC(=O)Nc1ccc(F)cc1)C(=O)N2 (stereo not drawn),109,109,0,1,3,-0.3,-5,0,14
Cc1ccc(CNC(=O)CCOc2ccc(C(C)(C)C)cc2)cc1,100,102,-9,3,4,1.0,-4,14,-3
COc1ccc(C)cc1-n1c(N)c(C#N)c(C#N)c1-c1ccc(OC)c(OC)c1OC,93,95,-33,6,4,-0.7,-3,-9,-7
Cc1c(CCC(=O)NC2CC2)c(=O)oc2cc(O)ccc12,100,98,-3,46,11,-2.1,-4,2,2
N/C(Cc1nc2ccccc2s1)=N\O,101,98,2,-4,13,-0.8,0,-4,3
CC1CCc2sc3nc(NCc4ccco4)n4ncnc4c3c2C1 (stereo not drawn),97,93,-7,3,39*,0.7,1,-7,-4
CCn1nnnc1SCC(=O)Nc1cc(C)on1,91,95,0,-32,-5,-1.4,-2,-13,3
CC1(C)Cc2c(c(=S)nc(-c3ccccc3)n2CCN2CCOCC2)CO1,82,87,-5,2,6,-0.1,2,21,-11
CC(C)(C)c1ccc(C(CC(=O)O)NC(=O)C23CC4CC(CC(C4)C2)C3)cc1 (stereo not drawn),100,97,-25,8,11,1.1,-9,-1,-8
CCCn1c(=O)c(/C(N)=N/O)nn(-c2cccc(C(F)(F)F)c2)c1=O,104,101,-6,0,9,-1.8,-2,-6,5
COc1ccc(C(C)C)cc1S(=O)(=O)Nc1ccncc1,97,91,-13,-3,15,-1.2,-1,0,2
CCOc1ccccc1N1CCN(C(=O)/C=C/c2cccc([N+](=O)[O-])c2)CC1,115,103,-20,-15,-6,-0.5,0,21,-1
CCOc1ccc(CN2CCCC(N3CCN(c4ccc(OC)cc4)CC3)C2)cc1 (stereo not drawn),110,111,5,15,-10,3.5,-12,11,9
